# HTT ATP protect: protects HTT-Q103 PC12 cells, measured by ATP; PC12 HTT-Q103 induced, cytoprotection, ATP luminescence, 40 h; 0.14% of 230,000 active; Potency, µM (titrated, usually from 56.4 µM), inactives show cytoprotection (ATP increase), actives largely listed as activators;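 note: % of control where 0% means no effect; nearly all actives have a fitted effect of over 45% in size; toxic huntingtin expression switched on by the ecdysone agonist tebufenozide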
#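 Stable PC12 Q103-GFP cells in serum-supplemented, phenol red-free DMEM; induction by tebufenozide at 100 nM final; compound dose series; cell viability quantified luminescently from ATP.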
# IMPase Li inh: membrane-permeable IMPase blocker, potentiated with lithium. CHO-M1 cells, IP1 TR-FRET (IP-One), carbachol + lithium. Potency, µM (titrated, usually from 59.4 µM), inactives show at the top dose activity, negative = IMPase inhibition, hits mostly inhibitors. 0.35% of 210,000 active;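 note: IP1 builds up when IMPase is blocked and the TR-FRET signal falls; plate controls were basal vehicle for no effect and high inhibitor control for full effect; nearly all actives have a fitted effect of over 50% in size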
#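 IP1 accumulation measured by competitive TR-FRET in lysed CHO-M1 cells after 30 min compound exposure at 37C, with a small lithium addition to potentiate weak responses. Hill-equation AC50 from ratio and donor-channel data.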
# GAA inh: blocks human lysosomal alpha-glucosidase | P10253 | purified human GAA, 4-MU-alpha-glucoside fluorescence | Potency, µM (titrated, usually from 76.9 µM), without a hit: top-dose activity change, negative = inhibition, most hits filed as inhibitors | 0.005% of 200,000 active;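 note: plate controls were uninhibited enzyme wells for no effect and no-enzyme background for full effect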
#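 Human enzyme at 4 nM with 400 uM 4-methylumbelliferyl-alpha-D-pyranoside, citrate/phosphate buffer pH 5.0, 0.005% Tween-20, 20 min at room temperature. Compounds up to 77 uM. 4-MU fluorescence (Ex 365/Em 440) read after NaOH/glycine stop; AC50 from Hill fit.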
# RGS12 GoLoco inh: RGS12 GoLoco-Gai1 interaction inhibition; P63096; Gai1:RGS12 GoLoco peptide FP, rhodamine, 10 min; Potency, µM (doses to about 61.6 µM), inactives show at the top dose activity, negative = inhibition, most hits filed as inhibitors; 0.44% of 230,000 active; AID 880; active = well fitted inhibition curve with a large enough effect, not every such curve was filed as active; inactive = no such curve, though single readings can be large or run the other way; note: % is set by controls: 0 for no effect and ±100 for the full control effect; nearly all actives have a fitted effect of over 30% in size; many of its hits are not listed in these tables
# Target sequence (P63096 whole entry, looked up): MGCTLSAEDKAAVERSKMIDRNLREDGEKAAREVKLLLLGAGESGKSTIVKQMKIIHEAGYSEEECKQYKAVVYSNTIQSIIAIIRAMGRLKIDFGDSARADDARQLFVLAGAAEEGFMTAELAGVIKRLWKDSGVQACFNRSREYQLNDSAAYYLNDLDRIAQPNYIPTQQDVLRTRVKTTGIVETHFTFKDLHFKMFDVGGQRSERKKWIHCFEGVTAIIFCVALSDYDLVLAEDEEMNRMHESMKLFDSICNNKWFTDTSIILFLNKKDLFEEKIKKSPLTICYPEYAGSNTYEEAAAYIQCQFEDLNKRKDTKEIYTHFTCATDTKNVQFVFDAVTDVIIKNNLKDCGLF
# GAA glycogen: GAA glycogen-cleavage inhibition or activation | P10253 | recombinant GAA, glycogen substrate, Amplex Red glucose oxidase fluorescence | Potency, µM (series often up to 76.4 µM), without a hit: at the highest dose activity change, negative = inhibition, most hits filed as inhibitors | 0.38% of 300,000 active;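 note: 0% = full enzyme reaction and -100% = no-enzyme basal signal; the screen sought inhibitors and activators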
#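 Recombinant human alpha-glucosidase (4 nM final) hydrolysed bovine liver glycogen (30 ug) for 40 min at 37 C in pH 5.0 citrate/phosphate with 0.01% Tween-20. Released glucose detected by glucose oxidase/Amplex Red, Ex 573/Em 610 nm. Compounds up to 77 uM; AC50 from Hill fits.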
# aGlu spleen mod: inhibits or activates alpha-glucosidase in human spleen homogenate; P10253; human spleen homogenate, 4-MU-alpha-glucoside fluorescence; Potency, µM (doses to about 79.9 µM), inactives show top-dose activity change, negative = inhibition, most hits filed as inhibitors; 0.006% of 240,000 active; AID 2112;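 note: 0% = enzyme with vehicle and -100% = no enzyme basal signal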
#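 Compounds were titrated against alpha-glucosidase in spleen homogenate at pH 5.0, with 1 mM 4-methylumbelliferyl substrate for 40 min at 37 C. Reactions were quenched with pH 10 NaOH/glycine and fluorescence measured.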
# HttQ103 aggreg: inhibitors of mutant huntingtin aggregate formation in PC12 cells. AID 1688. 1.1% of 220,000 active. PC12 HttQ103-GFP aggregates, Acumen cytometry, 40 h. Potency, µM (top dose mostly 46.1 µM), without a hit: top-dose activity change, negative = inhibition, hits mostly inhibitors; note: % is set by controls: 0 for no effect and ±100 for the full control effect; nearly all actives have a fitted effect of over 60% in size
#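 Steps: seed 1500 PC12 HTTQ103-GFP cells/well; add tebufenozide, 100 nM final; add compound titration; add ATPLite reagent; quantify GFP aggregates by laser scanning cytometry.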
# Active calls of the source: *; u = inconclusive; x = not tested or not shown; & = joins results of further samples; [ ] = another dose, or the depositor's remark. Unless noted, calls come from the whole dose curve; as a rule, active = well fitted curve in the direction sought with a large enough effect; inconclusive = small, poorly fitted or top-dose-only effect, or another doubt; inactive = no such curve, though single readings can be large; an effect the other way counts as inactive or inconclusive. Potency is the fitted concentration of half-maximal effect.
# Screens by letter: A = HTT ATP protect; B = IMPase Li inh; C = GAA inh; D = RGS12 GoLoco inh; E = GAA glycogen; F = aGlu spleen mod; G = HttQ103 aggreg
CC12CCC(C(=O)N(Cc3ccccc3)Cc3ccccc3)(OC1=O)C2(C)C (centres undefined)
  A = -6.9%	B = 19.2%[38.3 µM]	C = -5.3%	D = -15.5%	E = -14.4%	F = 8.1%	G = -10.7%
C/C(=C1/SC(N2CCOCC2)=NC1=O)c1ccc(Br)cc1
  A = -4.6%	B = 1.7%[38.3 µM]	C = -6.0%	D = 15.5%	E = -13.5%	F = 2.5%	G = 2.0%
CC(=O)c1c(N2CCCCC2)nc(=S)n(-c2ccccc2)c1C
  A = 3.6%	B = 7.1%[38.3 µM]	C = 5.3%	D = -4.3%	E = 1.2%	F = 1.0%	G = -3.7%
Cc1cccc(C(=O)N2CCCCCC2)c1[N+](=O)[O-]
  A = -22.6%	B = -5.4%	C = 4.6%	D = 9.6%	E = 1.9%	F = 5.1%	G = 11.1%
CNc1nc(Nc2ccc(C)c(Cl)c2)nc(N)c1[N+](=O)[O-]
  A = 33.8%[10 µM]	B = 1.6%	C = -6.5%	D = 39.6%[activator]	E = 5.5%	F = -5.3%	G = 5.4%
COc1cc(C(=O)COC(=O)CNC(=O)C2CCCCC2)cc(OC)c1OC
  A = -30.0%	B = 20.1%[38.3 µM]	C = 2.2%	D = -1.9%	E = 0.9%	F = -15.3%	G = 3.6%
Fc1ccc(Oc2ccc3nnc(C(F)(F)F)n3n2)cc1
  A = 14.9%[10 µM]	B = -2.7%	C = 1.4%	D = -1.2%	E = 3.7%	F = 3.7%	G = 5.8%
COC(=O)c1ccc(COC(=O)CNS(=O)(=O)c2ccc(C)cc2)cc1
  A = -20.5%	B = -6.1%	C = -1.1%	D = -11.7%	E = 2.2%	F = 5.0%	G = 20.6%
CCc1ccn2cc(-c3cc(-c4ccccc4)no3)nc2c1
  A = -77.7%[inhibitor][10 µM]	B = x	C = x	D = 8.5%	E = 7.2%	F = 1.9%	G = 3.1%[9.22 µM]
CC1CCCN(S(=O)(=O)c2ccc(NC(=O)CN3CCN(C)CC3)cc2)C1 (centres undefined)
  A = 4.2%	B = 16.3%[38.3 µM]	C = -10.6%	D = -12.8%	E = -4.3%	F = -0.8%	G = -4.5%
COc1ccc(-c2nnc(SC(=O)N3c4ccccc4Sc4ccccc43)o2)cc1
  A = 21.2%[10 µM]	B = -21.5%[38.3 µM]	C = 0.9%	D = -19.6%	E = u	F = -17.0%	G = u
CCCc1nc2n[nH]c(N)c2c2c1CCC2
  A = -15.0%	B = -15.1%[38.3 µM]	C = -8.0%	D = -1.0%	E = -29.2%	F = -10.9%	G = -11.1%
COc1ccc(-c2nn(-c3ccccc3)cc2CNCCN2CCOC2=O)c(F)c1
  A = -5.2%[10 µM]	B = 4.7%	C = u	D = 7.9%	E = -3.8%	F = 7.5%	G = 8.7%[9.22 µM]
Cc1ccc(C(=O)NC2CCS(=O)(=O)C2)cc1S(=O)(=O)N1CCOCC1 (centres undefined)
  A = -3.4%	B = 26.2%[38.3 µM]	C = -3.0%	D = -6.5%	E = 6.6%	F = -15.3%	G = -9.9%
Cc1ccccc1OCC(=O)NNC(=S)NC(=O)c1ccccc1[N+](=O)[O-]
  A = 15.7%[10 µM]	B = -1.8%	C = -7.6%	D = 4.1%	E = 3.4%	F = -5.9%	G = -25.2%
CCOC(=O)C(CC)Sc1ncnc2nc[nH]c12 (centres undefined)
  A = 5.3%[10 µM]	B = 1.9%	C = 2.6%	D = -0.1%	E = -2.4%	F = -6.6%	G = -0.9%
CCOc1ccc(S(=O)(=O)N2CCN(C(=O)c3cc4c(s3)CCCC4)CC2)cc1
  A = -0.5%[10 µM]	B = 11.9%	C = -23.2%	D = -16.2%	E = -7.1%	F = -3.8%	G = u
CCC(C)NC(=O)CN1C(=O)CC(C)(C)S(=O)(=O)c2ccccc21 (centres undefined)
  A = -7.6%	B = -3.1%[38.3 µM]	C = -12.6%	D = 5.5%	E = -12.3%	F = -3.8%	G = -3.3%
CCOC(=O)C1CCCN(c2c(NCCc3ccc(C)cc3)c(=O)c2=O)C1 (centres undefined)
  A = u	B = x	C = x	D = -2.2%	E = 2.4%	F = -12.9%	G = 16.5%[9.22 µM]
O=C(Nc1nnc(CC2=CCCCC2)s1)Nc1ccccc1F
  A = 20.7%[10 µM]	B = x	C = x	D = 2.2%	E = -2.4%	F = 6.9%	G = -28.6%[9.22 µM]
CCN(CC)S(=O)(=O)c1ccc(=O)[nH]c1
  A = -18.0%	B = -1.5%	C = 0.8%	D = -3.2%	E = 7.6%	F = -2.3%	G = 22.1%
CCOC(=O)c1c(C)n(C)c2ccc(O)c(CN3CCN(C)CC3)c12
  A = -17.1%	B = 17.9%[38.3 µM]	C = -0.7%	D = -3.8%	E = u	F = 5.0%	G = 2.4%
O=C(/C=C/c1ccc(Cl)cc1)NCCc1ccccc1
  A = 12.5%[10 µM]	B = -1.0%	C = -11.8%[15.4 µM]	D = 9.4%	E = 0.5%	F = -5.8%	G = 12.6%
C/C=C(\C)CN1CCCC(CO)(Cc2ccccc2)C1 (centres undefined)
  A = 7.3%[10 µM]	B = 10.5%	C = u	D = 13.4%	E = 7.6%	F = 1.1%	G = -5.3%[9.22 µM]
O=c1c(-c2nc3ccccc3o2)c2oc3ccccc3n2c2ccccc12
  A = -26.3%[10 µM]	B = 16.2%[38.3 µM]	C = 3.5%	D = 12.9%	E = -14.0%	F = -0.9%	G = -0.7%
CCOC(=O)N1CCC(NC(=O)CSc2cc(=O)n(C)c3ccccc23)CC1
  A = -10.1%	B = x	C = 13.8%	D = x	E = 7.1%	F = -3.1%	G = 5.3%
O=C(O)c1ccncc1.O=C(O)c1ccncc1.[Cl][Pt]([Cl])([Cl])[Cl]
  A = -11.7%[10 µM]	B = -4.5%	C = x	D = -10.0%[14.2 µM]	E = x	F = x	G = x
N/C(=N\OC(=O)C12CC3CC(CC(C3)C1)C2)c1cccnc1
  A = -16.8%	B = -9.7%[38.3 µM]	C = -4.0%	D = 6.6%	E = 5.7%	F = -16.2%	G = -0.8%
CCCCOC(=O)c1ccc(NC(=O)C(CCS(C)(=O)=O)NC(C)=O)cc1 (centres undefined)
  A = 5.2%	B = 15.4%[38.3 µM]	C = 2.3%	D = -12.9%	E = -7.6%	F = 0.9%	G = 20.7%
O=C(Cc1ccc(S(=O)(=O)N2CCCC2)s1)N1CCN(c2ccccc2)CC1
  A = -25.4%	B = -3.5%	C = 0.2%	D = 2.7%	E = 1.5%	F = -5.2%	G = -7.5%
COc1ccccc1NS(=O)(=O)c1ccc(NN=C2CCCC2)c([N+](=O)[O-])c1
  A = u	B = x	C = -6.6%	D = x	E = 0.7%	F = -10.5%	G = u
O=C(c1cc2ccccc2oc1=O)N1CCN(c2ccccn2)CC1
  A = 10.5%	B = 31.3%[38.3 µM]	C = -4.4%	D = -2.0%	E = -1.5%	F = -11.4%	G = -3.6%
O=C(N/N=C/c1ccco1)Nc1ccccc1
  A = 18.9%[10 µM]	B = x	C = 2.5%	D = x	E = -7.3%	F = -0.7%	G = 27.6%
Cc1ccc(S(=O)(=O)NC(=NC(C)C(=O)O)c2ccccc2)cc1 (centres undefined)
  A = -4.1%	B = -0.2%[38.3 µM]	C = 3.9%	D = 7.4%	E = 1.9%	F = -0.1%	G = -5.0%
CN(C)CCCN1c2ccccc2Sc2ccc(Cl)cc21
  A = u	B = 10.4%	C = u	D = 15.0%	E = 7.9%&-0.2%	F = 1.9%	G = -20.9%&-9.7%&2.6%
CCOc1cc(C(=O)N2CCN(c3ccccc3)CC2)cc(OCC)c1OCC
  A = 0.8%[1.9 µM]	B = 18.3%[38.3 µM]	C = -4.4%	D = -2.5%	E = -21.8%	F = 1.6%	G = 4.3%
CC(=O)N1CCN(CCN=CC2=C(O)CC(c3ccc(Cl)cc3)CC2=O)CC1 (centres undefined)
  A = 1.6%	B = x	C = -14.0%	D = x	E = -12.2%	F = 3.8%	G = 32.9%
Cc1ccc(CN2CCN(Cc3ccc(OC(C)C)cc3)CC2CCO)o1 (centres undefined)
  A = 3.4%[10 µM]	B = 16.5%	C = u	D = 6.0%	E = -15.3%	F = -7.4%	G = -8.1%[9.22 µM]
Cc1cccc(C(=O)N2CCC(=O)N(C(COCc3cccc(C(F)(F)F)c3)Cc3ccccc3)CC2)c1 (centres undefined)
  A = x	B = 17.2%	C = -8.2%	D = -3.7%	E = -5.2%	F = -3.4%	G = 21.4%
CN1CCN(c2ncc3nc(-c4ccccc4)c(=O)n(CCc4ccccc4)c3n2)CC1
  A = -3.3%	B = 20.3%	C = x	D = 7.4%	E = x	F = -5.8%	G = x
CC(C)CNS(=O)(=O)c1ccc(OCC(=O)Nc2ccc3c(c2)OCCO3)cc1
  A = -11.6%[10 µM]	B = 18.2%	C = 3.0%	D = -9.9%	E = -1.8%	F = -3.1%	G = 11.2%

# Just IMPase Li inh, GAA inh and HTT ATP protect, for some of the entries so far:
Compound,IMPase Li inh,GAA inh,HTT ATP protect
CCOC(=O)N1CCC(NC(=O)CSc2cc(=O)n(C)c3ccccc23)CC1,x,13.8%,-10.1%
N/C(=N\OC(=O)C12CC3CC(CC(C3)C1)C2)c1cccnc1,-9.7%[38.3 µM],-4.0%,-16.8%
CN(C)CCCN1c2ccccc2Sc2ccc(Cl)cc21,10.4%,u,u

# Sorted by number of heavy atoms (high to low): 4 of the compounds above.
# Screens by letter: A = HTT ATP protect; B = IMPase Li inh; C = GAA inh; D = RGS12 GoLoco inh; E = GAA glycogen; F = aGlu spleen mod; G = HttQ103 aggreg
CC(C)CNS(=O)(=O)c1ccc(OCC(=O)Nc2ccc3c(c2)OCCO3)cc1
  A = -11.6%[10 µM]	B = 18.2%	C = 3.0%	D = -9.9%	E = -1.8%	F = -3.1%	G = 11.2%
CC(=O)N1CCN(CCN=CC2=C(O)CC(c3ccc(Cl)cc3)CC2=O)CC1 (centres undefined)
  A = 1.6%	B = x	C = -14.0%	D = x	E = -12.2%	F = 3.8%	G = 32.9%
Cc1ccc(CN2CCN(Cc3ccc(OC(C)C)cc3)CC2CCO)o1 (centres undefined)
  A = 3.4%[10 µM]	B = 16.5%	C = u	D = 6.0%	E = -15.3%	F = -7.4%	G = -8.1%[9.22 µM]
O=C(O)c1ccncc1.O=C(O)c1ccncc1.[Cl][Pt]([Cl])([Cl])[Cl]
  A = -11.7%[10 µM]	B = -4.5%	C = x	D = -10.0%[14.2 µM]	E = x	F = x	G = x

# Source: PubChem (National Center for Advancing Translational Sciences (NCATS))

# These rows are one share of the data; rates above refer to the full screens.
